Screens: PubChem, several laboratories
SUMO Mot1 rescue: blocks SUMOylation pathway, rescuing yeast Mot1-301 growth; growth rescue, % at 18.8 µM; hit rate 1% among 320,000; S. cerevisiae Mot1-301 growth rescue, ATP luminescence, 38.5C; percent above DMSO median, 100 means doubled; AID 2716;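 active = every valid replicate shows activation above 250% relative to neutral control wells; inactive = the rest, any valid replicate at or below 250%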;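 note: OY570 slx delta 5 strain wells were the positive control but not used for scaling; some compounds called inactive have numbers as strong as hits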
dFosB activator: activators of mouse delta FosB homodimer. purified delta FosB, TAMRA-CDK5 oligo fluorescence polarization; percent of positive-control signal above neutral wells. P13346. hit rate 0.99% among 340,000. activation, % at 25 µM;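 active = mean activation above about 17%, with every replicate also reaching it, limit read from the data, passing the limit was not always enough; inconclusive = only one of the two conditions met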;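 note: fluorescence polarization rise as delta FosB binds a TAMRA Cdk5 AP-1 oligo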
Target sequence (P13346 whole entry, looked up): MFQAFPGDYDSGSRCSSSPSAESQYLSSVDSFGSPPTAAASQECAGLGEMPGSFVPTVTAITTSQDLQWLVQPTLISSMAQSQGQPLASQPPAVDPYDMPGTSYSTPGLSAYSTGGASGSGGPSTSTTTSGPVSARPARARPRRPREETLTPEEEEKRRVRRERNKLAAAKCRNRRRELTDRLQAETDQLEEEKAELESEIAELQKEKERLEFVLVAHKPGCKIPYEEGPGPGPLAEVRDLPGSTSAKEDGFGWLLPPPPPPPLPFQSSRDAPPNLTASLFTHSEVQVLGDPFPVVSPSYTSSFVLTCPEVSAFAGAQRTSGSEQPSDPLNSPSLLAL
NSD2 HMT inh: NSD2 (human) methyltransferase inhibition; O96028; NSD2 peptide methylation, AlphaScreen, 120 min; inhibition, % at 12.5 µM; hit rate 0.54% among 310,000; in the data active = inhibition above about 50%
Keap1 Nrf2 FP: Keap1-Nrf2 (human) interaction inhibition. AID 504523. inhibition, % at 9.4 µM. hit rate 0.15% among 340,000. Keap1 Kelch-Nrf2 peptide fluorescence polarization, 1536-well. Q14145; in the data active = inhibition above about 12%; inconclusive = no clear call, values can overlap the other calls; inactive = below about 7.3%;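 note: human Keap1 Kelch domain with fluorescein labeled Nrf2 9mer peptide probe; 0% = neutral control wells and 100% = peptide positive control; higher means more block of Keap1 binding to Nrf2 peptide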
Target sequence (Q14145 whole entry, looked up, the tested form may be a part): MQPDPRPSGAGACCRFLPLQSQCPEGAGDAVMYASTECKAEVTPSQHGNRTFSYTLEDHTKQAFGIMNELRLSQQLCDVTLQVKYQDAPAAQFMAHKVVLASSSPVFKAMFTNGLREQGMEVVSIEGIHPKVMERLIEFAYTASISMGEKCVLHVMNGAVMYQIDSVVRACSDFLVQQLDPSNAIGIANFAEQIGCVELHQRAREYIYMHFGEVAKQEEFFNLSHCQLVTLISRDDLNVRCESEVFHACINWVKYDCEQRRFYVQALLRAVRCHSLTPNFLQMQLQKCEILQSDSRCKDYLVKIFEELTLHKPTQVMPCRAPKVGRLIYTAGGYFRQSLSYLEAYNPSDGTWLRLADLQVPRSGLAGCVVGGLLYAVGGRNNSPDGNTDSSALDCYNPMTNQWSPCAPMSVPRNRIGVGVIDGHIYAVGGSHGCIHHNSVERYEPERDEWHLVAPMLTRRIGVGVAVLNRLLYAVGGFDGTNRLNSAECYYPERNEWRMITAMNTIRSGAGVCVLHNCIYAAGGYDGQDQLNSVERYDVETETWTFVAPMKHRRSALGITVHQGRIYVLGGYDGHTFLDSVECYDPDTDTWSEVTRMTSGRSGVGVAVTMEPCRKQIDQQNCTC
PvdQ inh: blocks Pseudomonas aeruginosa PvdQ acylase activity; purified PvdQ acylase, fluorescence plate reader; inhibition, % at 10 µM; hit rate 0.063% among 340,000; in the data active = inhibition above about 30%, passing the limit was not always enough; inconclusive = no clear call, values can overlap the other calls;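 note: 0% = vehicle neutral wells and 100% = reference inhibitor wells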
cardiac RTF act: increases calcium sensitivity of human cardiac regulated thin filaments; P19429+P45379; AID 493008; hit rate 0.24% among 340,000; activation, % at 7.2 µM; IANBD-labeled TnC RTF fluorescence at EC20 calcium; 0% EC20 calcium, 100% full calcium;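 active = activation above the mean over all tested compounds plus 3 SD, cut at about 30% in these data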;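 note: rise in fluorescence read as greater calcium sensitivity of cardiac thin filaments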
CDK5 inh: inhibitors of human CDK5/p35 kinase | Recombinant CDK5/p35, ADP-Glo luminescence, 60 min | inhibition, % at 10 µM | hit rate 0.01% among 330,000;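 active = highest replicate inhibition of at least 50% and at least 75% of replicates reaching 50%; inconclusive = only one of the two criteria met; inactive = both criteria failed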;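 note: plate controls were DMSO neutral control for no effect and GW8510 at 10 µM for full effect; many of its hits are not listed in these tables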
PfHsp90 yeast 2: growth inhibition of yeast expressing Plasmodium Hsp90 | S. cerevisiae expressing PfHsp90, BacTiter-Glo ATP, 48 h; yeast lacking PDR1 and PDR3 efflux regulators | inhibition, % at 9.4 µM | hit rate 0.32% among 310,000 | AID 504621;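 active = every replicate shows inhibition above about 80%, whatever the replicate mean, limit read from the data; inconclusive = mean inhibition reaches the set limit but some replicate falls short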;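 note: 0% = DMSO neutral controls and 100% = 20 µM radicicol positive controls; yeast relying on Plasmodium falciparum Hsp90 in place of its own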
Cardiac RTF inh: cardiac RTF calcium desensitization. IANBD-labeled cardiac RTF, Ca2+ fluorescence. inhibition, % at 7.15 µM. AID 493244. P19429+P45379. hit rate 0.12% among 340,000;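 active = inhibition above the mean inhibition of all tested compounds plus 3 SD, cut at about 17% in these data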;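 note: assay run at fixed EC70 calcium of 1.6 mM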
Rtt109 HAT inh: blocks Candida albicans Rtt109/Vps75 acetyltransferase activity; Q5AAJ8; purified Rtt109/Vps75, ThioGlo CoA-SH fluorescence, 4 h; inhibition, % at 34.9 µM; hit rate 0.16% among 330,000; AID 540336;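 active = inhibition of at least 50% in every replicate; inconclusive = best replicate reaches 50% inhibition but some replicates fall short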
LANA DNA inh: blocks KSHV LANA C-terminal domain binding to DNA | MBP-C-LANA/FAM-LBS DNA binding, fluorescence polarization | inhibition, % at 9 µM | hit rate 0.078% among 340,000;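 active = highest replicate inhibition at or above 60% at 9 µM, even if other replicates fall short; inactive = all replicates below 60% inhibition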;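 note: 0% = neutral control wells and 100% = 4 µM acridine orange control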
* hit, by the source's call; i = inactive; ? = inconclusive; nt = no result given.

SMILES | SUMO Mot1 rescue | dFosB activator | NSD2 HMT inh | Keap1 Nrf2 FP | PvdQ inh | cardiac RTF act | CDK5 inh | PfHsp90 yeast 2 | Cardiac RTF inh | Rtt109 HAT inh | LANA DNA inh
O=c1nc(Nc2ccc(Br)cc2)sc2ccc([N+](=O)[O-])cc12 | 9 | 13 | nt | -2 | -7 | -4 | -3.4 | -13 | 1 | 4 | 0.5
Cc1ccc(C)c2[nH]c(=O)c(CN(Cc3cccnc3)C(=S)NCc3ccco3)cc12 | -32 | -11 | 24 | -6 | 5 | -3 | 0.9 | -5 | 7 | nt | -0.7
COc1cc(SC)ccc1C(=O)NCCN1CCOCC1 | 20 | 4 | -5 | 1 | -9 | 1 | 0.2 | 6 | 0 | 2 | 2.7
Cc1ccc(S(=O)(=O)NC2CCCCCC2)cc1C(N)=O | 47 | -7 | 1 | -5 | -11 | 4 | -4.9 | 11 | -2 | -4 | 0.7
O=C1CC(Sc2nnnn2C2CCCCC2)C(=O)N1c1ccccc1 (centres undefined) | -36 | 2 | -3 | 3 | -1 | 2 | 0.4 | nt | -32 | ? | 0.3
COc1cccc(CN(C)CC(=O)Nc2ccccc2N2CCOCC2)c1OC | 6 | -5 | 0 | 3 | -10 | 0 | 1.0 | 9 | -2 | -7 | 0.5
C=CCc1cc(C)ccc1OCCOCCn1ccnc1 | 6 | -6 | 4 | 0 | -7 | 1 | 0.5 | -18 | -3 | -3 | -2.4
Cc1ccc(S(=O)(=O)N2CCN(C(=O)C3CSC4(C)CCC(=O)N34)CC2)cc1C (centres undefined) | -5 | -4 | -3 | -4 | -17 | -4 | 3.2 | nt | -5 | 1 | -0.5
Cn1nnnc1SCC(=O)Nc1ccccc1Cl | 14 | 4 | 0 | 5 | -11 | -5 | -0.8 | -1 | -1 | -4 | 1.2
COc1ccc(C(=O)N2N=C3CC(C)(C)OCC3C2c2ccccc2)cc1 (centres undefined) | 1 | -5 | -3 | -4 | -4 | 1 | 1.2 | 24 | 1 | 5 | -2.7
Cc1cc(=O)[nH]c(SC(C)C(=O)Nc2cccc3ccccc23)n1 (centres undefined) | 3 | 2 | -1 | 0 | 9 | -9 | 0.3 | -19 | 2 | 1 | -0.5
CC(C)[C@H](NC(=O)N1CCn2c1nc1ccccc12)C(=O)NC1CC1 | 98 | 6 | 0 | -4 | -2 | -3 | 2.5 | -9 | -7 | -1 | -0.2
Cc1cc(C)cc(NC(=O)c2cccc(NC(=O)c3ccco3)c2)c1 | 18 | -16 | 3 | -3 | -11 | 8 | -1.7 | 14 | -4 | 0 | 2.0
O=C1CC(NS(=O)(=O)c2ccc3ccccc3c2)CN1c1ccccc1 (centres undefined) | 58 | -10 | 0 | 2 | 3 | -3 | -0.4 | nt | -1 | 16 | 1.4
Cc1cccc(-c2nc3c(c(SCC(=O)N4CCCC4)n2)COC(C)(C)C3)c1 | -2 | -19 | -1 | -3 | -18 | 3 | -1.1 | -12 | -1 | 0 | -0.6
COc1ccc(C(C)(C)C)cc1NC(=O)COC(=O)c1ccc([N+](=O)[O-])o1 | 64 | -9 | -2 | -5 | 12 | 1 | -0.9 | 60 | -9 | 6 | -1.3
Cc1cccc(N2CCN(C(=O)C(Cc3ccccc3)NC(N)=O)CC2)c1C (centres undefined) | 14 | -7 | 0 | 3 | 11 | 1 | -1.4 | 5 | -5 | 3 | -1.0
CCN(CC)CCCNC(=O)c1cc(Nc2ccc(OC)cc2OC)nc2ccccc12 | 20 | -13 | 17 | -4 | -8 | 1 | -0.6 | 2 | -3 | 1 | -0.4
O=C(OCC#CCSc1nnc(-c2cccc3ccccc23)o1)c1cnc[nH]1 | -17 | 1 | nt | -2 | -25 | -1 | -2.8 | -11 | 4 | 1 | 0.3
O=C(O)c1cc(NN=C2c3ccccc3-c3ccccc32)ccc1Cl | -5 | -10 | 13 | 2 | -5 | -4 | -2.1 | -16 | 0 | 43 | 1.4
Cc1c(C(=O)NC2CCCCC2C)oc2ccccc12 (centres undefined) | -18 | -7 | 28 | 0 | -8 | -5 | -0.3 | 5 | -4 | -11 | -0.4
CC(=O)c1ccc(S(=O)(=O)NCCC(=O)NC(C)c2ccncc2)cc1 (centres undefined) | nt | -2 | 25 | -3 | 6 | -2 | 0.6 | -6 | -13 | 9 | 0.8
CCn1c(SCC(=O)Nc2ccc(N(C)C)cc2)nnc1C1CC1 | -14 | 2 | 3 | -6 | -11 | -1 | 1.7 | 6 | -9 | 8 | -1.6
CN(C)/C=N/c1nc2nccc(-c3cccs3)n2n1 | -1 | -21 | nt | -4 | 0 | 6 | -0.5 | 5 | -8 | -2 | -0.5
CC1(C(=O)O)CCC(C(=O)Nc2ccccc2)C1(C)C (centres undefined) | 5 | -6 | -3 | -2 | 11 | 4 | 0.5 | nt | -1 | 6 | -0.2
SMILES | SUMO Mot1 rescue | dFosB activator | NSD2 HMT inh | Keap1 Nrf2 FP | PvdQ inh | cardiac RTF act | CDK5 inh | PfHsp90 yeast 2 | Cardiac RTF inh | Rtt109 HAT inh | LANA DNA inh
CC(C)c1cccc(C(C)C)c1NC(=O)CNCc1ccccc1F | -5 | -8 | 2 | -9 | -13 | 2 | 0.9 | -18 | -4 | 2 | 2.0
CCN(CC)C(=O)c1cc2c(=O)n3ccccc3nc2s1 | -19 | -15 | nt | -8 | -24 | 5 | -3.7 | 0 | 0 | i | -1.1
CC1(C(=O)NC2CCCCCCC2)CC1(Cl)Cl (centres undefined) | 8 | 0 | 0 | 2 | 5 | -7 | 3.4 | 15 | 5 | -8 | -0.3
CCN=C1SC(C(=O)Nc2ccc(OCC)cc2)CC(=O)N1CC (centres undefined) | 20 | -3 | 1 | -3 | -19 | nt | -7.3 | 13 | nt | -4 | 1.1
Cc1cc2nc(SCCOC(=O)Nc3ccccc3)nc(C)c2cc1C | 5 | -15 | -1 | 0 | -5 | 6 | 0.1 | -12 | 5 | 2 | -1.0
COc1ccc(C(=O)n2c(C)c(CCO)c(=O)n2C)cc1 | -13 | 2 | -1 | 3 | -3 | -8 | -1.3 | -14 | -8 | -2 | 0.3
CCN(CC(=O)Nc1ccccc1C(F)(F)F)C(=O)CN1C(=O)NC(C)(c2ccccc2)C1=O (centres undefined) | 3 | -5 | 0 | 4 | -8 | -4 | 1.5 | -5 | -9 | 0 | -0.9
CCOC(=O)N1CCN(C2CC(=O)N(c3ccc(C)cc3)C2=O)CC1 (centres undefined) | 132 | 0 | -2 | 0 | 11 | 0 | 1.0 | -18 | -4 | 4 | -1.6
CCCCCCn1c(=O)c(Cc2ccccc2)c(O)c2ccccc21 | 4 | -1 | -4 | 4 | 9 | -10 | 0.3 | 10 | -3 | nt | 0.2
Nc1nc(SCC(=O)NCc2ccccc2)n[nH]1 | nt | 6 | 1 | -3 | -15 | -1 | -0.3 | -23 | -26 | 7 | 1.7
C[C@H]1CN([C@@H](C)CO)C(=O)c2cc(NC(=O)C3CCCCC3)ccc2O[C@H]1CN(C)CC1CCCCC1 | 19 | -2 | nt | -3 | -15 | 15 | 0.7 | -34 | -12 | 9 | 1.3
O=C(Cn1nc(-c2ccccc2)ccc1=O)Nc1ccc(NC(=O)c2ccccn2)cc1 | 1 | 25* | 2 | -1 | -7 | -1 | -2.2 | -19 | -10 | 0 | 0.6
COc1ccc(NC(=O)COc2cccc(C(F)(F)F)c2)cn1 | nt | 0 | -3 | 7 | -7 | 5 | -1.7 | -15 | -11 | -3 | 15
COc1cccc(/C=N/NC(=O)CSc2ccccc2C)c1OC | -11 | -7 | 0 | 0 | -14 | 4 | 0.9 | -3 | -4 | 0 | -0.3
O=S(=O)(NCCN1CCOCC1)c1cccs1 | -13 | -4 | -2 | -5 | -8 | 1 | 0.1 | -22 | -2 | -13 | -0.7
Cc1ccc(S(=O)(=O)N2CCN(C(=O)c3cccc(F)c3)CC2)cc1 | 249 | 4 | -3 | 0 | 4 | -4 | -1.5 | 26 | 4 | -9 | 0.0
CC(C)(C)CC(C)(C)NC(=O)c1ccccc1 | 29 | -9 | -6 | -2 | 6 | 3 | 0.6 | 1 | 2 | 21 | -0.6
COc1ccc(/C=N/Nc2nc3ccccc3o2)cc1OC | -28 | -2 | -2 | -2 | 5 | -4 | -1.2 | 24 | 1 | -9 | 1.1
O=C1C2C3C=CC(C3)C2C(=O)N1c1cccc2cccnc12 (centres undefined) | -18 | 3 | 0 | 2 | 0 | -4 | -0.3 | 11 | 1 | 0 | -1.6
CC1CC(C)CN(C(=O)c2cccc(NC(=O)CC3SC(N4CCCCC4)=NC3=O)c2)C1 (centres undefined) | -1 | -3 | 0 | -1 | 5 | 0 | 1.3 | nt | 7 | -3 | 2.2
CC(NCC(=O)NCCc1ccc(S(N)(=O)=O)cc1)c1ccc(F)cc1 (centres undefined) | 18 | -6 | 0 | -3 | 2 | -1 | 0.1 | 5 | 0 | 10 | -0.8
Cn1nnnc1SCC(=O)N1c2ccccc2Sc2ccc(Cl)cc21 | i | 2 | 15 | -2 | 1 | -3 | 0.6 | 7 | -5 | 2 | -0.1
O=C(N1CCOCC1)N1CCN(c2ccc(F)cc2)CC1 | 47 | 1 | -1 | -4 | -3 | 16 | -3.3 | 23 | -9 | nt | 0.3
NC(=O)[C@@H]1CC2(CC(c3cccc(NC(=O)[C@H]4CCC(=O)N4)c3)=NO2)CN1C(=O)c1ccc(Cl)cc1 (some centres undefined) | -28 | -9 | nt | -9 | -13 | 4 | 0.0 | 8 | -9 | -1 | -1.9
CC(C)Cc1ccc(CN2CCCC(NC(=O)CCn3cnnn3)C2)cc1 (centres undefined) | 1 | -5 | 0 | -4 | -7 | 3 | -0.3 | 11 | -10 | -12 | -1.5
SMILES | SUMO Mot1 rescue | dFosB activator | NSD2 HMT inh | Keap1 Nrf2 FP | PvdQ inh | cardiac RTF act | CDK5 inh | PfHsp90 yeast 2 | Cardiac RTF inh | Rtt109 HAT inh | LANA DNA inh
COc1ccc(OC)c(N=C(N)N=C(N)N)c1 | 13 | -2 | 0 | 0 | -8 | 3 | 1.1 | nt | -3 | 6 | 1.6
C=CCN1c2ccccc2[C@]23C[C@@H](C(=O)OC)N(C(=O)C4CCC4)C2=NC(C(=O)OC)=C(C(=O)OC)[C@H]13 | -1 | -7 | nt | 0 | -1 | 2 | 0.1 | nt | -1 | 3 | 2.9
COc1cccc(NC(=O)CN2CCc3ccccc3C2)c1 | -6 | 1 | -2 | -4 | -17 | -2 | 1.1 | 6 | -8 | 4 | -2.1
CC1CCN(C(=O)CSc2nnc(-c3ccccc3F)o2)CC1 | -1 | 0 | -1 | 1 | -7 | -5 | -1.3 | 1 | -19 | -2 | 0.5
COc1ccc(C(=O)Nc2ccc(C)c(S(=O)(=O)N3CCCCCC3)c2)cc1 | 96 | -5 | -3 | 0 | 2 | 5 | 2.6 | 5 | 2 | 2 | -1.1
CCC(=O)Nc1cc(C(=O)OCC(=O)c2ccc(Cl)cc2Cl)ccc1C | 6 | 12 | -1 | -2 | -11 | 2 | -2.1 | -11 | -4 | 10 | -1.2
